High-throughput results as filed in PubChem.
M5 ag – human M5 muscarinic receptor agonists, primary screen, CHO-K1 cells, Fluo-8 calcium fluorescence | Muscarinic acetylcholine receptor M5 (Homo sapiens), P08912 | CHO-K1 hM5 cells; 0% DMSO wells, 100% maximal acetylcholine response | activation, % at 3 µM | hit rate 0.19% among 360,000 | AID 624037, 2012;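 active means activation above the run's mean over test compounds plus 3 SD, cut at about 23% in these data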;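 further: signal is peak over basal fluorescence ratio across the kinetic read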
Target sequence (P08912 whole entry, looked up): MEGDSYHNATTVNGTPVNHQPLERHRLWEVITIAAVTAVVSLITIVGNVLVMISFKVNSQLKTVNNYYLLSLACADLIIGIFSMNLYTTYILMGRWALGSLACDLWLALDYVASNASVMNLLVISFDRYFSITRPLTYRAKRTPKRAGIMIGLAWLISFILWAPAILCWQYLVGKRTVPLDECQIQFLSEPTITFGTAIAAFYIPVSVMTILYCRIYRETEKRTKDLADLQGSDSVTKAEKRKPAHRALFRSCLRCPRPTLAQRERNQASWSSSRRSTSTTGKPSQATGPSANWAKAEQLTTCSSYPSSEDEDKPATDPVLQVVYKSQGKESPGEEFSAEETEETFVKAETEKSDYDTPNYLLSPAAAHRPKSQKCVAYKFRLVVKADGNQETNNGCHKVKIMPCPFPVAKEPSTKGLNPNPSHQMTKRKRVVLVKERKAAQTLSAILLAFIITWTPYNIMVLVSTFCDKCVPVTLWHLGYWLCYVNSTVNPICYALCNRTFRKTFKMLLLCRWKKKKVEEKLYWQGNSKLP
CHRM4 antagonist – human M4 muscarinic receptor antagonists, primary screen, CHO cells, Fluo-8 calcium fluorescence. inhibition, % at 3 µM. hit rate 0.73% among 360,000. CHO-hM4 cells, ACh EC80. Muscarinic acetylcholine receptor M4 (Homo sapiens), P08173;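 active means inhibition above its plate's cutoff, the mean inhibition of sample wells plus 3 SD, cut at about 27% in these data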;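 further: 0% = acetylcholine EC80 with DMSO and 100% = DMSO without agonist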
Target sequence (P08173 whole entry, looked up): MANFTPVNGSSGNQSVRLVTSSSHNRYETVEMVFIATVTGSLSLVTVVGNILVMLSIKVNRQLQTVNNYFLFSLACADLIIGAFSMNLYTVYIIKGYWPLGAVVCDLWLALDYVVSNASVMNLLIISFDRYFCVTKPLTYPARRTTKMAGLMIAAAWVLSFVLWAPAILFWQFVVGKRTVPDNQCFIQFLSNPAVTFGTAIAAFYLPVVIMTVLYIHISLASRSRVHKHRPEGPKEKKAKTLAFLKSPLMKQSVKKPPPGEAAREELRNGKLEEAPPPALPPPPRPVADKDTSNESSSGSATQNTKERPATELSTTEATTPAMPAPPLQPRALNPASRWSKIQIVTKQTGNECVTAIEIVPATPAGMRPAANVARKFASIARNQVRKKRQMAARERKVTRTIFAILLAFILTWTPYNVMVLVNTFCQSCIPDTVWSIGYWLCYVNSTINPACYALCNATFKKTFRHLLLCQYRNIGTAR
M5 antag – human M5 muscarinic receptor antagonists, primary screen, CHO cells, Fluo-8 calcium fluorescence; inhibition, % at 3 µM; hit rate 0.59% among 360,000; Muscarinic acetylcholine receptor M5 (Homo sapiens), P08912; AID 624040, 2012; CHO-hM5 cells, ACh EC80;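 active means inhibition above a per-plate cutoff, the mean of that plate's test compounds plus 3 SD, cut at about 27% in these data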;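 further: 0% = acetylcholine EC80 with DMSO and 100% = DMSO without agonist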
M4 ag – human M4 muscarinic receptor agonists, primary screen, CHO-K1 cells, Fluo-8 calcium fluorescence | Muscarinic acetylcholine receptor M4 (Homo sapiens), P08173 | activation, % at 3 µM | CHO-K1 hM4/Gqi5; vehicle 0%, full acetylcholine response 100% | hit rate 0.14% among 360,000 | AID 624127, 2012;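 active means activation above the run mean over all test wells plus 3 SD, cut at about 32% in these data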;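 further: peak over basal fluorescence ratio per well then scaled between controls; 0% = DMSO wells and 100% = acetylcholine at EC100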
CHO-K1 Ca ag – counter-screen for M1 agonists: effect in parental CHO-K1 cells | Fluo-8 calcium fluorescence; scaled to maximal ATP response, vehicle zero | activation, % at 3 µM | hit rate 0.48% among 360,000 | AID 602248, 2012; in the data active means activation above about 15%;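 further: untransfected CHO-K1 host cells lacking M1 receptor as counterscreen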
M4 PAM – human M4 muscarinic receptor positive allosteric modulators, primary screen, CHO-K1 cells, Fluo-8 calcium fluorescence. hit rate 0.4% among 360,000. AID 624126, 2012. Muscarinic acetylcholine receptor M4 (Homo sapiens), P08173. CHO-K1 hM4/Gqi5, ACh EC20; 0% = ACh EC20, 100% = maximal ACh. activation, % at 3 µM;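 active means activation above its plate's cutoff, the mean activation of sample wells plus 3 SD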; further: some results filed as inactive read as strong as hits
CHO-K1 Ca antag – counter-screen for M1 antagonists: effect in parental CHO-K1 cells. inhibition, % at 3 µM. AID 602250. hit rate 0.6% among 360,000. ATP-induced calcium, Fluo-8 fluorescence;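 active means inhibition above a per-plate cutoff, the plate's mean sample inhibition plus 3 SD, cut at about 24% in these data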;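 further: 0% = DMSO plus EC80 ATP and 100% = DMSO alone without ATP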
M1 PAM parental – nonselective calcium activators in parental CHO-K1 cells, primary screen, counter-screen for M1 PAM project, cell-based, Fluo-8 calcium fluorescence, full deck, 1536-well; ATP EC20; 0% at ATP EC20, 100% at ATP max; activation, % at 3 µM; hit rate 0.02% among 360,000;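 active means activation above the run cutoff, the mean activation of all test compounds plus 3 SD, cut at about 40% in these data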;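 further: peak over basal fluorescence ratio in a 140 s read after ATP addition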
M5 PAM – human M5 muscarinic receptor positive allosteric modulators, primary screen, CHO-K1 cells, Fluo-8 calcium fluorescence; Muscarinic acetylcholine receptor M5 (Homo sapiens), P08912; AID 624038, 2012; hit rate 0.3% among 360,000; CHO-K1 hM5, ACh EC20 PAM; 0% = ACh EC20, 100% = ACh EC100; activation, % at 3 µM;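 active means activation above the run cutoff, the mean activation of all test compounds plus 3 SD, cut at about 18% in these data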
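Probe or stimulus: acetylcholine, EC20 level; Assay system: human M5 receptor in CHO-K1 cells; Schedule: compound preincubation 140 s before EC20 acetylcholine addition; Technique: intracellular calcium via Fluo-8 fluorescence; Dosing: single-point, 3 µM nominal; Read-out basis: percent activation from peak-over-basal fluorescence ratio, scaled EC20-to-EC100 acetylcholine; Repeats: one well per compound, no replicates.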
* marks the source's active call; other numbers are inactive results.

The line under a structure holds: M5 ag	CHRM4 antagonist	M5 antag	M4 ag	CHO-K1 Ca ag	M4 PAM	CHO-K1 Ca antag	M1 PAM parental	M5 PAM
1) O=C(OC1CCOC1=O)c1ccc(Cl)c(S(=O)(=O)N2CCCCC2)c1 (stereo unspecified)
 : -1	-8	11	3	2.9	-2	-13	12	0
2) CCCNC(=O)C1(C)CCCN(C(=O)C(c2ccccc2)c2ccccc2)C1 (stereo unspecified)
 : 0	-3	14	1	-0.1	-2	0	11	-6
3) Cn1nnnc1SCC(=O)NCc1cccs1
 : -5	3	-4	0	0.4	-2	9	-2	-1
4) CCOc1ccc(Nc2cc3n(c(=O)n2)CCc2cc(OC)c(OC)cc2-3)cc1
 : -5	-1	19	6	2.0	1	-10	2	-13
5) Cc1ccc(S(=O)(=O)C(CCC(=O)N2CCOCC2)S(=O)(=O)c2ccc(C)cc2)cc1
 : 1	-4	3	5	2.3	-3	12	-6	-8
6) C/C=C/C(=O)OCC(=O)Nc1cc(-c2cc(C)c(C)cc2C)nn1-c1ccccc1
 : -3	6	0	1	0.8	-8	-9	16	-4
7) COc1ccccc1OCCSc1nc2ccc([N+](=O)[O-])cc2s1
 : -1	3	5	5	0.7	-3	15	-5	-4
8) CNC(=O)COc1coc(CN2CCN(c3ccc(OC)cc3)CC2)cc1=O
 : -4	-7	14	1	0.5	-3	2	7	-6
9) CCN1CCC(=NNC(=O)c2ccc(C)c([N+](=O)[O-])c2)CC1
 : -8	-4	-7	2	0.8	1	-8	17	-1
10) O=C1CCc2cc(NS(=O)(=O)c3ccc(Br)cc3)cc3c2N1CC3
 : 2	5	2	2	0.7	0	1	-8	-3
11) CN(C)CCNC(=O)c1onc(CSc2ccc(F)c(F)c2)c1C(=O)NCCN(C)C
 : -7	-10	-8	1	0.3	6	-2	-7	11
12) CC(CO)(CO)NC(=O)c1ccc(=O)[nH]n1
 : 2	-1	4	0	0.4	13	-5	9	0
13) N=c1oc2ccc3ccccc3c2cc1-c1nc(-c2ccccc2)cs1
 : -3	12	2	1	0.5	4	-9	16	-6
14) Cn1c2c(c(=O)n(C)c1=O)C(CC(=O)Nc1ccc(F)cc1)C(=O)N2 (stereo unspecified)
 : -2	3	3	2	0.7	-8	-18	8	0
15) COCCNC(=O)c1c(N)n(CCC2=CCCCC2)c2nc3ccccc3nc12
 : 1	5	6	5	1.3	-2	3	9	8
16) Cc1ccc2cccc(S(=O)(=O)n3nc(C)cc3C)c2n1
 : -3	2	6	0	0.4	13	1	10	-1
17) C/C(=N/NC(=O)c1cc(Cl)ccc1O)C12CC3CC(CC(C3)C1)C2
 : 1	4	-2	4	4.1	-2	-18	15	-2
18) O=C1CC2(CCCC2)Oc2ccc(F)cc21
 : -1	7	18	0	0.8	-1	-13	5	-3
19) CC(=O)Nc1cccc(NS(=O)(=O)c2cc3c4c(c2)CCN4C(=O)CC3)c1
 : 2	-1	-2	0	0.6	-3	6	-24	-3
20) O=C(CN1C2=NCCN2c2ccccc21)c1ccc(Br)s1
 : -7	17	-4	2	1.4	-10	3	1	-3
21) O=C(NCc1ccco1)/C(=C\c1cccnc1)NC(=O)c1ccccc1F
 : 1	5	4	1	0.7	13	3	12	3
22) COc1ccc(C(=O)n2cc(C(=O)c3cc(C)ccc3O)cn2)cc1
 : 0	3	6	0	0.3	-1	-5	20	2
23) CCCNC(=O)c1ccc(C2SCC(=O)N2CCc2ccccc2)cc1 (stereo unspecified)
 : -5	16	-2	0	3.7	-2	-5	16	1
24) C/C(=N/NC(=O)CNC(=O)c1ccccn1)c1ccccc1
 : -2	5	3	1	0.8	-4	0	-11	-2
25) C=CC[C@@H](CC(=O)OC(C)(C)C)C(=O)OC[C@@H]1CCCN1C(=O)[C@H](CC=C)CC(=O)NCCO
 : 0	-4	-14	1	0.3	2	-10	10	6
26) COC(=O)C1(C#N)C(c2ccccc2)C1(C(=O)OC)C(=O)OC (stereo unspecified)
 : 1	11	1	1	-0.2	7	-2	4	8
27) O=C(N/N=C/c1ccc[nH]1)c1ccccc1[N+](=O)[O-]
 : -3	2	-4	0	0.8	4	-9	24	1
28) Cc1cc(C)nc(Nc2cccc(Cl)c2)n1
 : -3	-7	-6	-2	-0.3	3	-13	17	6
29) COC(=O)[C@]1(Cc2ccccc2)N[C@H](CN(C)S(=O)(=O)c2ccc(F)cc2)[C@@H]2C(=O)N(C)C(=O)[C@@H]21
 : 1	1	6	3	1.6	-2	-12	11	-1
30) O=C(COc1ncnc2c(Cl)cc(Cl)cc12)N1CCN(S(=O)(=O)c2ccccc2)CC1
 : -4	-6	3	0	0.0	4	-14	12	10
31) C[C@H](CO)N1C[C@H](C)[C@@H](CN(C)S(=O)(=O)c2ccccc2)Oc2c(NC(=O)Nc3ccc4c(c3)OCO4)cccc2C1=O
 : -1	-18	-3	9	3.2	-5	-10	10	-2
32) CCc1cccc2c(C(=O)COC(=O)/C=C/c3ccc(O)c(OC)c3)c[nH]c12
 : 1	6	2	6	3.9	5	0	19	-4
33) COc1ccc(Cl)cc1C(=O)NCCN1CCOCC1
 : 1	-5	-3	1	0.3	2	5	17	-3
34) O=C(OCC(=O)N1CCc2ccccc2C1)c1cc(=O)[nH]c2ccccc12
 : 1	-1	2	8	15	-12	-4	13	-4
35) c1ccc2c(c1)Nc1nccnc1S2
 : 1	-5	3	1	0.6	11	-3	13	2
36) NC(=O)C1CCN(S(=O)(=O)c2cccc(S(=O)(=O)N3CCCCC3)c2)CC1
 : -8	-3	1	0	0.2	-2	-1	0	-10
37) O=S(=O)(Nc1ccc(S(=O)(=O)N2CCOCC2)cc1)c1ccc(Br)cc1
 : -1	-3	4	2	2.2	1	-12	7	-1
38) CCC(C)N1CNc2c(c(=O)[nH]c(=S)n2-c2cccc(C)c2)C1 (stereo unspecified)
 : 9	-8	35*	4	0.1	15	-6	-12	23*
39) Cc1cccc(OCC(=O)Nc2ccc(C(=O)Nc3ccccc3C(=O)O)cc2)c1
 : 3	7	2	-1	0.2	6	-8	3	2
40) Cc1ccnc(SCC(=O)c2ccc(Br)cc2)c1C#N
 : 1	-5	-15	2	0.8	20	-7	24	4
41) CCC(C(=O)Nc1ccc2c(c1)OCCO2)c1ccccc1 (stereo unspecified)
 : -1	-3	-10	3	2.0	10	-5	23	12
42) Cn1c(=O)cc(OCCCC(=O)NCc2ccc(F)cc2Cl)c2ccccc21
 : -2	3	3	1	0.8	0	-3	21	2
43) O=C(O)C(Cc1ccccc1)n1cccc1 (stereo unspecified)
 : -3	-5	-3	9	-0.3	7	-8	13	3
44) O=C1Nc2ccccc2C1(O)c1ccccc1 (stereo unspecified)
 : -4	-4	10	3	0.4	16	0	-11	-8
45) O=C(NCCc1c[nH]c2ccccc12)c1cnc2sccn2c1=O
 : 3	-17	-1	17	6.0	-8	2	10	-9
46) CC(=O)c1cccc(NC(=O)NNC(=O)c2ccc(-c3ccccc3)cc2)c1
 : -3	3	9	1	0.0	0	0	16	-3
47) O=c1cc(O)n(-c2ccc(Cl)cc2)c(=S)[nH]1
 : -2	-17	-4	1	0.1	5	-5	10	-3
48) O=C(CSc1nnc(-c2ccccc2)n1Cc1ccco1)NCc1ccc2c(c1)OCO2
 : -4	10	-5	0	0.1	0	7	6	-1
49) CCC(=O)N(CCN1CCOCC1)Cc1cc2cc3c(cc2nc1Cl)OCO3
 : -2	-11	-5	1	-0.4	9	15	-14	-1
50) CC(=O)c1ccc(NC(=O)N2CCN(c3cccc(Cl)c3)CC2)cc1
 : -1	5	22	16	7.6	-14	4	-1	-46

Further structures
The line under a structure holds: M5 ag	CHRM4 antagonist	M5 antag	M4 ag	CHO-K1 Ca ag	M4 PAM	CHO-K1 Ca antag	M1 PAM parental	M5 PAM
51) CCC(C)(C(=O)NC1CCCC1)N(C(=O)c1ccccn1)c1ccccc1 (stereo unspecified)
 : 4	-4	0	0	0.0	7	7	-1	-9
52) O=C1C=CC2=C3c4cc(O)c(O)cc4CC3(O)COC2=C1O (stereo unspecified)
 : 3	-25	5	0	-0.7	11	4	0	3
53) Cc1cccc2nc(C(=O)Nc3cc(Cl)ccc3-n3cncn3)cn12
 : 2	-1	3	1	0.3	-3	-8	16	-3
54) CSc1ccc(CCNC(=O)CCc2nnc3ccc(N4CCC5(CC4)OCCO5)nn23)cc1
 : -3	-3	12	3	0.7	-15	2	5	-2
55) CC(Oc1ccccc1)C(=O)NC1CCCCCCC1 (stereo unspecified)
 : -6	-1	9	0	0.0	-2	-13	13	-4
56) CC(C)COC(=O)C1C(=O)CC(C)(O)C(C(=O)OCC(C)C)C1c1cccnc1 (stereo unspecified)
 : 2	0	-4	1	0.8	1	-5	12	5
57) CCCn1c(SCC(=O)Nc2ccccc2Cl)n[nH]c1=O
 : 1	4	6	0	1.3	-18	-13	21	-11
58) CCOC(=O)N1CCN(c2c(NCCCN3CCCCCC3)c(=O)c2=O)CC1
 : -3	18	3	0	-0.1	-12	7	1	-2
59) CC1CCCc2sc3nc(N4CCN(CCO)CC4)n4ncnc4c3c21 (stereo unspecified)
 : 1	1	6	5	10	11	10	-1	1
60) CC1CCCN(C(=O)c2ccc3c(c2NCCO)C(=O)c2ccccc2C3=O)C1 (stereo unspecified)
 : 2	2	2	10	3.8	-6	-9	15	-9

Shown as a hit in M5 PAM, among the entries above:
item	SMILES	M5 ag	CHRM4 antagonist	M5 antag	M4 ag	M4 PAM	M5 PAM
38	CCC(C)N1CNc2c(c(=O)[nH]c(=S)n2-c2cccc(C)c2)C1 (stereo unspecified)	9	-8	35*	4	15	23*

(cont.)
The line under a structure holds: M5 ag	CHRM4 antagonist	M5 antag	M4 ag	CHO-K1 Ca ag	M4 PAM	CHO-K1 Ca antag	M1 PAM parental	M5 PAM
61) O=C(NCCN1CCOCC1)c1cc(-c2cccc(O)c2)on1
 : 0	5	21	1	2.5	-7	-16	10	-5
62) CCn1c(=O)c2cc(C(=O)N(C)CC(OC)OC)sc2c2ccccc21
 : -3	0	7	7	1.3	-3	6	2	4
63) CC(C)[C@H](NC(=O)N1CC(=O)Nc2ccccc21)C(=O)N[C@@H](Cc1c[nH]c2ccccc12)C(=O)O
 : 2	-7	5	1	0.6	2	5	14	-1
64) COC(=O)c1cnc(NC(=O)C2(C)CCN2C(=O)C(C)C)s1 (stereo unspecified)
 : 2	0	2	0	0.0	3	1	8	2
65) COc1ccc(/C=N/NC(=O)c2csc(-n3nc(C)cc3C(F)(F)F)n2)cc1
 : -1	2	-1	0	0.5	-4	-13	15	-2
66) COc1cccc(NC(=O)CCS(=O)(=O)c2cc3c(cc2Cl)NC(=O)CO3)c1
 : -2	-4	-6	1	1.2	2	-15	14	8
67) CCSc1nnc(NC(=O)C(C(F)(F)F)C(F)(F)F)s1
 : 0	2	-2	0	0.7	-5	-3	6	1
68) O=C(NCc1cccc(C(F)(F)F)c1)c1cccc(S(=O)(=O)NCc2ccccc2)c1
 : -1	3	5	8	7.3	-1	-3	18	-4
69) CCCN1CNC(=S)N(c2ccc(C(=O)OCC)cc2)C1
 : -1	12	-5	3	-0.3	14	-9	5	1
